Keap1 Nrf2 FP: Keap1-Nrf2 protein-protein interaction inhibitors, primary screen, biochemical, fluorescence polarization, single point | Keap1 Kelch-Nrf2 peptide fluorescence polarization, 1536-well | hit rate 0.15% among 340,000 | inhibition, % at 9.4 µM | AID 504523, 2011; in the data active means inhibition above about 12%; inconclusive means no clear call, values can overlap the other calls; inactive means below about 7.3%;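 further: human Keap1 Kelch domain with fluorescein labeled Nrf2 9mer peptide probe; 0% = neutral control wells and 100% = peptide positive control; higher means more block of Keap1 binding to Nrf2 peptide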
PvdQ acylase: P. aeruginosa PvdQ acylase inhibitors, primary screen, biochemical, fluorescence, plate reader and imaging, single point; PvdQ acylase [Pseudomonas aeruginosa LESB58]; purified PvdQ acylase; inhibition, % at 10 µM; hit rate 0.063% among 340,000; in the data active means inhibition above about 30%, passing the limit was not always enough; inconclusive means no clear call, values can overlap the other calls;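 further: 0% = vehicle neutral wells and 100% = reference inhibitor wells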
CDK5 inh: inhibitors of human CDK5/p35 kinase, primary screen, biochemical, single concentration; Recombinant CDK5/p35, ADP-Glo luminescence, 60 min; hit rate 0.01% among 330,000; inhibition, % at 10 µM;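 active means highest replicate inhibition of at least 50% and at least 75% of replicates reaching 50%; inconclusive means only one of the two criteria met; inactive means both criteria failed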;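 further: plate controls were DMSO neutral control for no effect and GW8510 at 10 µM for full effect; many of its hits are not listed in these tables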
Target sequence (Q00535 whole entry, looked up): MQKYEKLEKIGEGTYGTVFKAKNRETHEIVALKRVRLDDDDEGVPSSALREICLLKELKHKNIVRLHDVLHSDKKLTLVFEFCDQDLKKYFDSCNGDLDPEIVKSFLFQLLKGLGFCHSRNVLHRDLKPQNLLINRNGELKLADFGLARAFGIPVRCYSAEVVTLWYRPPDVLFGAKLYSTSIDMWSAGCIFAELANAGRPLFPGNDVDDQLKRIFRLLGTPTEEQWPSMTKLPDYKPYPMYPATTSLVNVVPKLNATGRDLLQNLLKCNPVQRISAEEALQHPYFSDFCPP
Target sequence (Q15078 whole entry, looked up): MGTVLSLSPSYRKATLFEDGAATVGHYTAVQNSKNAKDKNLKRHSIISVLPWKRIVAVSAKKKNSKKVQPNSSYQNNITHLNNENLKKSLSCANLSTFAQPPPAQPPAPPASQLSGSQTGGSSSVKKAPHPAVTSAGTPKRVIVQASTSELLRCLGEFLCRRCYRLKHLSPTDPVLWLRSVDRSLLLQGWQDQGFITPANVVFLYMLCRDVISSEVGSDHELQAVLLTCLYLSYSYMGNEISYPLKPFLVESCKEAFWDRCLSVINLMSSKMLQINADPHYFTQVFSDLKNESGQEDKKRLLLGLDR
LANA DNA inh: inhibitors of KSHV C-LANA binding to DNA, primary screen, biochemical, fluorescence polarization, FAM-LBS DNA, MBP-C-LANA, single point; Kaposi's sarcoma herpesvirus LANA C-terminal domain (residues 932-1162) DNA binding; inhibition, % at 9 µM; hit rate 0.078% among 340,000; AID 504423, 2011;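 active means highest replicate inhibition at or above 60% at 9 µM, even if other replicates fall short; inactive means all replicates below 60% inhibition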;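 further: 0% = neutral control wells and 100% = 4 µM acridine orange control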
cardiac RTF act: cardiac RTF calcium sensitivity activators, primary screen, biochemical, IANBD-TnC fluorescence, EC20 calcium | hit rate 0.24% among 340,000 | Troponin I, cardiac muscle (Homo sapiens) + Troponin T, cardiac muscle (Homo sapiens) + … | IANBD-labeled TnC RTF fluorescence at EC20 calcium; 0% EC20 calcium, 100% full calcium | AID 493008, 2010 | activation, % at 7.2 µM;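 active means activation above the mean over all tested compounds plus 3 SD, cut at about 30% in these data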;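 further: rise in fluorescence read as greater calcium sensitivity of cardiac thin filaments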
Mot1-301 SUMO: yeast Mot1-301 growth rescue at high temperature, primary screen, SUMOylation pathway inhibitor project, S. cerevisiae, ATP luminescence, 38.5C. S. cerevisiae Mot1-301 growth rescue; percent above DMSO median, 100 means doubled. growth rescue, % at 18.8 µM. hit rate 1% among 320,000. AID 2716, 2010;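 active means every valid replicate shows activation above 250% relative to neutral control wells; inactive means the rest, any valid replicate at or below 250%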;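 further: OY570 slx delta 5 strain wells were the positive control but not used for scaling; some compounds called inactive have numbers as strong as hits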
PfHsp90 set2: growth inhibition of PfHsp90-expressing yeast, primary screen, antimalarial PfHsp90 inhibitor project, S. cerevisiae, BacTiter-Glo luminescence, single point, set 2; BacTiter-Glo ATP, 48 h; yeast lacking PDR1 and PDR3 efflux regulators; hit rate 0.32% among 310,000; inhibition, % at 9.4 µM; AID 504621, 2011;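 active means every replicate shows inhibition above about 80%, whatever the replicate mean, limit read from the data; inconclusive means mean inhibition reaches the set limit but some replicate falls short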;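 further: 0% = DMSO neutral controls and 100% = 20 µM radicicol positive controls; yeast relying on Plasmodium falciparum Hsp90 in place of its own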
NSD2 HMT inh: NSD2 histone methyltransferase inhibitors, primary screen, biochemical, AlphaScreen, single concentration, set 2 | NSD2 peptide methylation, 120 min | inhibition, % at 12.5 µM | hit rate 0.54% among 310,000; in the data active means inhibition above about 50%
Rtt109 Vps75: inhibitors of C. albicans Rtt109/Vps75 HAT, primary screen, biochemical, ThioGlo CoA-SH fluorescence, plate reader; inhibition, % at 34.9 µM; Histone acetyltransferase RTT109 (Candida albicans (strain SC5314 / ATCC MYA-2876)), …; hit rate 0.16% among 330,000; purified Rtt109/Vps75, 4 h;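 active means inhibition of at least 50% in every replicate; inconclusive means best replicate reaches 50% inhibition but some replicates fall short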
Cardiac RTF inh: cardiac RTF calcium sensitivity inhibitors, primary screen, biochemical, IANBD-TnC fluorescence, EC70 calcium. IANBD-labeled cardiac RTF, Ca2+ fluorescence. AID 493244, 2011. inhibition, % at 7.15 µM. Troponin I, cardiac muscle (Homo sapiens) + Troponin T, cardiac muscle (Homo sapiens) + …. hit rate 0.12% among 340,000;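 active means inhibition above the mean inhibition of all tested compounds plus 3 SD, cut at about 17% in these data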;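 further: assay run at fixed EC70 calcium of 1.6 mM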
dFosB activator: activators of delta FosB homodimer, primary screen, biochemical, fluorescence polarization, TAMRA-CDK5 oligo, single point; purified delta FosB; percent of positive-control signal above neutral wells; activation, % at 25 µM; hit rate 0.99% among 340,000; Protein FosB (Mus musculus), P13346;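 active means mean activation above about 17%, with every replicate also reaching it, limit read from the data, passing the limit was not always enough; inconclusive means only one of the two conditions met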;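 further: fluorescence polarization rise as delta FosB binds a TAMRA Cdk5 AP-1 oligo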
Target sequence (P13346 whole entry, looked up): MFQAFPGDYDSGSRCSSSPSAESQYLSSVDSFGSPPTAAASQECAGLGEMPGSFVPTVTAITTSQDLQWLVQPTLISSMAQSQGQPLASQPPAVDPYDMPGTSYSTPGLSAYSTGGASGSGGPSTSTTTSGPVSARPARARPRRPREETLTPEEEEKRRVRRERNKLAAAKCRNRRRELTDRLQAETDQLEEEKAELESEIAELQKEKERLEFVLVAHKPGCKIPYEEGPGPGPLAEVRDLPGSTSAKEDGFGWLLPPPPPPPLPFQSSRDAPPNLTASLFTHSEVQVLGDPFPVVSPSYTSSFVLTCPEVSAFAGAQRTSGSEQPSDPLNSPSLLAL
The depositor's hits bear a star; ? = inconclusive; · = no result given.

SMILES	Keap1 Nrf2 FP	PvdQ acylase	CDK5 inh	LANA DNA inh	cardiac RTF act	Mot1-301 SUMO	PfHsp90 set2	NSD2 HMT inh	Rtt109 Vps75	Cardiac RTF inh	dFosB activator
CCOC(=O)N1CCC(NC(=O)C2CCCN2C(=O)OCc2ccccc2)CC1 (centres undefined)	-0.5	7.2	0.7	1.4	-3.1	-7.7	-7.1	-0.3	32.3	1.9	-5.8
CC1=C(C(=O)OCC2CCCO2)C(c2ccncc2)C2=C(CCCC2=O)N1 (centres undefined)	-6.0	-8.8	-1.3	-0.9	1.6	231.0	-5.1	2.7	-71.8	-4.2	-4.7
CCOC(=O)c1cc(-c2ccc(/C=C3/C(=O)NC(=O)C(C#N)=C3C)o2)ccc1Cl	-2.4	17.3	3.4	24.7	4.8	-11.7	7.1	9.2	24.3	-4.6	-28.3
O=C(CSc1nc2ccccc2[nH]1)N1CCN(c2ccccc2)CC1	-3.8	-15.1	0.0	-1.0	3.2	-1.7	·	4.1	·	-5.8	-6.3
Fc1ccc(NC(=S)Nc2cc(-c3ccccc3)[nH]n2)cc1Cl	-5.5	-10.5	0.4	-1.6	0.1	·	-27.5	-1.9	3.8	2.7	1.3
COc1cccc(C(=O)CSc2nnc(-c3ccco3)n2CC2CCCO2)c1 (centres undefined)	-2.5	-14.5	0.1	2.0	1.3	2.7	-1.2	-0.3	3.6	-9.2	1.2
COc1ccccc1CNS(=O)(=O)c1c(C)nc2sccn2c1=O	0.3	-19.1	0.9	-0.3	5.6	-21.3	14.3	·	-2.0	-1.7	-5.3
N#CC1(NC(=O)COC(=O)c2cc(O)c3ccccc3c2O)CCCCC1	-2.8	10.9	1.2	-0.3	-13.4	-20.5	-15.7	·	10.3	-5.8	-7.9
COC(=O)CCC(=O)NC1CC(C)(C)Cc2c1cnn2-c1ccc(F)cc1 (centres undefined)	-9.5	-12.4	1.4	0.3	-5.2	0.6	-5.1	-2.9	0.8	-1.3	-11.2
COc1cccc2sc(NC(=O)c3ccc(Br)s3)nc12	-5.1	-4.7	-0.7	0.7	-3.6	0.9	·	1.7	6.9	-6.4	4.5
Cc1ccc(-c2noc(N=O)c2NO)cc1	-7.4	10.3	0.3	0.6	·	-1.8	4.8	0.3	7.6	·	1.3
COc1ccc2oc(=O)c(C(=O)NCC3CCCO3)cc2c1 (centres undefined)	0.7	-8.2	1.5	-0.4	3.2	-12.8	-12.0	-5.3	·	-0.1	-1.4
COc1ccc(OC)c(-c2nn(-c3ccccc3)cc2C(=O)NCC(c2ccco2)N2CCCC2)c1 (centres undefined)	-1.6	5.3	1.3	-0.9	1.4	-17.3	7.4	6.6	-3.5	2.0	-3.4
CC1CCN(C(=S)c2cccc([N+](=O)[O-])c2)CC1	-2.8	15.1	-4.5	0.6	3.0	8.1	-26.7	-2.8	1.7	-29.6	-5.7
CCCCNc1c(C(=O)OCC)c(=O)[nH]c2ccccc12	3.1	?	-1.0	0.2	-1.3	-0.4	16.0	0.9	3.0	-3.0	2.1
CC(C)C1=CC(=NS(=O)(=O)c2cccc([N+](=O)[O-])c2)C=C(C(C)C)C1=O	2.9	2.7	0.3	2.5	-2.0	-12.3	13.4	1.6	3.5	-9.9	-0.7
COc1ccc2nc(NC(=O)c3cccc(-c4cc5ccccc5oc4=O)c3)sc2c1	-7.0	-0.9	-2.0	0.4	6.0	12.5	-32.6	0.5	2.4	-17.4	43.9*
Cc1ccc(CNC(=O)COC(=O)[C@@H]2CC(O)CN2S(=O)(=O)c2ccc3c(c2)OCCO3)cc1 (some centres undefined)	1.6	3.4	-1.2	-0.1	2.8	3.5	5.4	-1.7	-8.5	-4.2	0.4
CCCc1c(C(=O)N/N=C/c2cccnc2)nnn1-c1nonc1N	-3.9	-14.7	-0.9	-1.1	1.0	-5.6	-13.8	1.3	-3.7	-10.8	15.6
CN(C)c1ccc(C2Nc3ccccc3C(=O)N2CCN2CCNC2=O)cc1 (centres undefined)	-0.4	-11.6	-0.7	-0.2	-1.6	34.8	-7.6	0.8	4.5	-1.2	-1.1
Cc1c(C(=O)N(C)c2ccccc2Cl)cnn1-c1ccccc1	-0.7	7.1	0.4	-0.9	-0.2	-30.8	-19.4	-2.8	?	-0.6	-1.6
COc1cc(C2C(C#N)=C(C)NC3=C2C(=O)c2ccccc23)cc(OC)c1OC (centres undefined)	0.4	-6.6	0.1	-3.1	-11.2	18.4	-10.0	·	-10.6	-6.0	-8.8
CCS(=O)(=O)N1CCC2(CC1)OCCN2S(=O)(=O)c1ccc(OC)cc1	-0.8	-14.3	0.0	-0.3	-5.4	·	22.3	-1.7	-12.7	-6.3	-7.2
O=C(O)c1c2c(nc3ccc(Cl)cc13)CCC2	-0.5	-13.2	-1.1	-6.1	7.1	-0.6	-11.5	5.3	1.1	9.8	-12.2
CC(Sc1n[nH]c(N)n1)C(=O)Nc1cccc2ccccc12 (centres undefined)	0.5	5.1	-0.9	-3.0	-6.2	-7.6	-20.2	12.1	4.7	-4.4	-4.8
COCCCNC(=O)CNC(=O)c1nn(-c2ccc(OC)cc2)c(=O)c2ccccc12	-0.7	-18.2	1.3	0.2	0.5	-3.4	3.8	-3.8	10.3	-1.9	-4.4
Clc1ccc(-c2cc(CN3CCCCC3)no2)cc1Cl	-4.6	-15.6	-1.3	-1.8	-4.3	135.8	-0.3	6.6	-21.8	4.1	1.1
Cc1ccc(-c2ccc(/C=N/n3cnnc3)o2)cc1Cl	-0.3	-8.8	0.8	-0.8	-3.2	19.8	-8.2	2.6	-2.9	5.7	-11.9
CC(O)CNc1nc2c(c(=O)n(C)c(=O)n2C)n1Cc1cccc(Br)c1 (centres undefined)	-1.5	4.3	9.7	-1.0	4.4	85.2	·	0.8	13.4	3.8	1.5
CCN(CC(=O)Nc1c(F)cccc1F)C(=O)C1CCN(C(=O)Nc2ccccc2)CC1	1.4	-0.8	1.0	-1.6	-3.3	-14.4	0.0	-0.4	6.3	7.4	1.2

Looked up by structure from the entries so far:
SMILES	Keap1 Nrf2 FP	PvdQ acylase	CDK5 inh	LANA DNA inh	cardiac RTF act	Mot1-301 SUMO	PfHsp90 set2	NSD2 HMT inh	Rtt109 Vps75	Cardiac RTF inh	dFosB activator
N#CC1(NC(=O)COC(=O)c2cc(O)c3ccccc3c2O)CCCCC1	-2.8	10.9	1.2	-0.3	-13.4	-20.5	-15.7	·	10.3	-5.8	-7.9
CN(C)c1ccc(C2Nc3ccccc3C(=O)N2CCN2CCNC2=O)cc1 (centres undefined)	-0.4	-11.6	-0.7	-0.2	-1.6	34.8	-7.6	0.8	4.5	-1.2	-1.1
COc1ccc(OC)c(-c2nn(-c3ccccc3)cc2C(=O)NCC(c2ccco2)N2CCCC2)c1 (centres undefined)	-1.6	5.3	1.3	-0.9	1.4	-17.3	7.4	6.6	-3.5	2.0	-3.4

Continued.
SMILES	Keap1 Nrf2 FP	PvdQ acylase	CDK5 inh	LANA DNA inh	cardiac RTF act	Mot1-301 SUMO	PfHsp90 set2	NSD2 HMT inh	Rtt109 Vps75	Cardiac RTF inh	dFosB activator
Cc1cccc(OCC(=O)Nc2ccc3c(C)cc(=O)oc3c2)c1	-0.2	6.8	-0.1	-0.2	4.8	6.1	-10.2	-2.9	-25.8	-3.2	-8.8
CN1CCN(S(=O)(=O)c2cccc(C(=O)Oc3ccc(C(C)(C)C)cc3)c2)CC1	-0.1	6.7	-0.6	0.6	-12.8	26.9	·	4.1	1.5	-0.6	23.1*
COc1ccc(OC)c(S(=O)(=O)N2CCN(C(=O)CCc3ccccc3)CC2)c1	-0.4	7.5	-0.9	0.6	-1.8	-14.9	15.4	0.2	1.2	-6.4	-2.2
O=C(Nc1ccc([N+](=O)[O-])cc1)Nc1ccc(OC(F)F)c(Cl)c1	-1.7	-6.7	-0.4	-1.2	4.3	12.2	-54.0	-1.4	-6.7	-2.1	-2.2
Cc1ccccc1NC(=O)c1cccc(N2C(=O)C3C4CC(C(Br)C4Br)C3C2=O)c1 (centres undefined)	-3.7	-16.4	0.0	0.5	-0.1	9.4	6.7	16.6	-9.3	-3.0	3.9
Cc1ncsc1CCOC(=O)C12CC3CC(CC(C3)C1)C2	3.3	-6.4	1.7	1.3	6.7	-29.7	·	-2.5	-12.8	3.5	-6.1
CCOC(=O)N1CCC(Nc2c(-c3ccc(C)cc3)c(=O)c2=O)CC1	-4.2	-6.2	-0.7	-0.2	2.1	17.1	-4.4	-2.3	1.2	-15.1	-20.8
O=C(NCc1ccco1)c1ccc(COCC(F)(F)F)cc1	1.2	-1.7	-1.3	1.0	-4.7	9.3	-2.4	3.1	3.6	-5.2	-1.6
O=C(NC(=S)NNS(=O)(=O)c1ccccc1)c1cccnc1	2.9	5.8	0.2	-1.0	9.0	-4.0	28.6	-2.8	-0.6	-5.6	-9.9
CC1CCCCN1S(=O)(=O)c1ccc(C(=O)Nc2nnc(-c3ccncc3)o2)cc1 (centres undefined)	-0.9	1.9	-0.8	-0.2	1.1	-1.4	2.7	0.1	·	-10.9	-4.1
CN(C)c1ccc(P(=O)(Nc2ccccc2)N2CCOCC2)c(NC(=O)c2cccs2)c1 (centres undefined)	-3.7	-16.9	-0.4	-1.8	2.5	-5.0	1.7	-2.1	3.7	-7.4	-3.8
CCOC(=O)N1CCN(S(=O)(=O)c2c(C)[nH]c(=O)[nH]c2=O)CC1	-4.0	-14.6	-2.4	-2.2	1.4	-3.0	10.2	-2.1	-3.7	1.7	1.4
O=C(O)c1ccccc1-c1ccccc1C(=O)Nc1ccc2c(c1)CCC2	-5.7	-13.6	-0.1	1.2	2.9	-8.5	-12.8	-0.7	5.9	-2.7	4.5
Nc1nnnn1/N=C/c1ccc(N2CCCCC2)c([N+](=O)[O-])c1	1.1	1.5	1.2	-0.6	-10.7	9.8	9.7	7.1	-3.8	5.0	-4.1
